# SUMO Mot1 rescue – yeast Mot1-301 growth rescue at high temperature, primary screen, SUMOylation pathway inhibitor project, S. cerevisiae, ATP luminescence, 38.5C | actives 1% (n = 320,000) | growth rescue, % at 18.8 µM | AID 2716, 2010 | S. cerevisiae Mot1-301 growth rescue; percent above DMSO median, 100 means doubled;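 active = every valid replicate shows activation above 250% relative to neutral control wells; inactive = the rest, any valid replicate at or below 250%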;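 note: OY570 slx delta 5 strain wells were the positive control but not used for scaling; some compounds called inactive have numbers as strong as hits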
# PKA-R2B act – activators of PKA-R2B holoenzyme, primary screen, biochemical, fluorescence polarization, Cy5-IP20, human; cAMP-dependent protein kinase catalytic subunit beta (Homo sapiens) + cAMP-dependent …; PKA-R2B holoenzyme dissociation; R2B truncated from residue 108, S112A mutant; 0% DMSO only, 100% 113 µM cGMP; activation, % at 11.4 µM; actives 0.079% (n = 340,000);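 active = activation above a cutoff set at the mean over all compounds plus 3 SD, cut at about 18% in these data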;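 note: higher means more holoenzyme dissociation and a rise in polarization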
# Target sequence (P31323 whole entry, looked up, other chains not shown, the tested form may be a part): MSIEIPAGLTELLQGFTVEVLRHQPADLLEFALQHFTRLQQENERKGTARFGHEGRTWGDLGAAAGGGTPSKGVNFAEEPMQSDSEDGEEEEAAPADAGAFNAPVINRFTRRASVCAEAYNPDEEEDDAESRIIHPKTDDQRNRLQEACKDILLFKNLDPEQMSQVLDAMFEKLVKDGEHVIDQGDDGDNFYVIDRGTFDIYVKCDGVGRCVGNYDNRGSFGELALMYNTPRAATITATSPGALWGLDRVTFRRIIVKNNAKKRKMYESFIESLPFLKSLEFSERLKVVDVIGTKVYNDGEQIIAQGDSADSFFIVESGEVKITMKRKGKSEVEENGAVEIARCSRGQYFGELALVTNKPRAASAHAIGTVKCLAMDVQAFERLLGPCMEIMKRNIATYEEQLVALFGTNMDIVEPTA
# NSD2 inh – NSD2 histone methyltransferase inhibitors, primary screen, biochemical, AlphaScreen, single concentration, set 2 | Histone-lysine N-methyltransferase NSD2 (Homo sapiens), O96028 | NSD2 peptide methylation, 120 min | inhibition, % at 12.5 µM | actives 0.54% (n = 310,000) | AID 743445, 2014; in the data active = inhibition above about 50%
# dFosB activator – activators of delta FosB homodimer, primary screen, biochemical, fluorescence polarization, TAMRA-CDK5 oligo, single point; Protein FosB (Mus musculus), P13346; purified delta FosB; percent of positive-control signal above neutral wells; activation, % at 25 µM; actives 0.99% (n = 340,000);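 active = mean activation above about 17%, with every replicate also reaching it, limit read from the data, passing the limit was not always enough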;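 note: fluorescence polarization rise as delta FosB binds a TAMRA Cdk5 AP-1 oligo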
# CDK5 inh – inhibitors of human CDK5/p35 kinase, primary screen, biochemical, single concentration. Cyclin-dependent kinase 5 (Homo sapiens) + Cyclin-dependent kinase 5 activator 1 (Homo …. Recombinant CDK5/p35, ADP-Glo luminescence, 60 min. inhibition, % at 10 µM. actives 0.01% (n = 330,000);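 active = highest replicate inhibition of at least 50% and at least 75% of replicates reaching 50%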;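 note: plate controls were DMSO neutral control for no effect and GW8510 at 10 µM for full effect; many of its hits are not listed in these tables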
# SR-BI DiI-HDL act – activators of SR-BI mediated DiI-HDL uptake, primary screen, ldlA[mSR-BI] CHO cells, DiI fluorescence. 3 h; 100 = double the neutral-control signal. actives 0.096% (n = 320,000). activation, % at 12.5 µM;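 active = mean replicate activation of at least 60% and every replicate at or above 60%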;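 note: 0% = median plate neutral-control signal and 100% = twice that signal; values of inactives mirror those of a sister screen read the other way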
#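 Test system: SR-BI-overexpressing, LDLR-lacking CHO cells; Also added: labelled HDL, 10 µg/mL; Measured by: bottom-read cell fluorescence after medium removal, ex 550/em 595 nm; Timing: 3 h uptake period with compound, 37 °C; Buffer or medium: F12, 0.5% BSA, 25 mM HEPES; Doses: single compound concentration, delivered by pin transfer.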
# DSG3 Ab inh – inhibitors of pemphigus antibody binding to DSG3, primary screen, biochemical, bead-based, flow cytometry, scFv-GFP. Desmoglein-3 (Homo sapiens), P32926. actives 0.48% (n = 310,000). DSG3-coupled beads, scFv-anti-DSG3-GFP binding; hits give low values. AID 588358, 2011. binding (percent of control), % at 10 µM;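 active = binding more than 3 SD below its plate's average and above zero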;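 note: hits lower antibody fragment binding to DSG3; some compounds called inactive have numbers as strong as hits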
# Arr AP2 block – inhibitors of beta-arrestin/AP2 binding, primary screen, biochemical, GPCR trafficking, flow cytometry | beta-arrestin 1 C-terminal peptide binding to AP2 beta2-adaptin appendage (human) | FITC-arrestin peptide / GST-AP2 beads; AP2 beta2 appendage carries R879A mutation | inhibition, % at 10 µM | actives 0.31% (n = 340,000) | AID 504490, 2011;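 active = inhibition above a set limit, near 3 SD of compounds lacking own fluorescence, cut at about 54% in these data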;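 note: plate controls were DMSO wells for no effect and 5 µM unlabelled arrestin peptide for full effect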
#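 System: GST-AP2 R879A glutathione beads. Medium: PBS with 0.05% Tween 20 and 0.1% BSA. Also added: FITC-arrestin peptide, 50 nM. Incubation: 12 min plus 1 h, RT. Measured by: high-throughput flow cytometry of beads, ex 488, em 535 nm. Evaluation: percent drop in bead-associated FITC signal.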
# SR-BI DiI inh – inhibitors of SR-BI mediated HDL lipid uptake, primary screen, ldlA[mSR-BI] cells, fluorescence, single point | ldlA[mSR-BI] CHO cells, DiI-HDL uptake fluorescence, 3 h | Scavenger receptor class B member 1 (Mus musculus), Q61009 | inhibition, % at 12.5 µM | actives 0.96% (n = 320,000);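 active = mean replicate inhibition of at least 70% and a set share of replicates each scoring 70 or more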;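 note: 0% = median of neutral control wells and 100% = median of positive control wells; values of inactives mirror those of a sister screen read the other way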
# Target sequence (Q61009 whole entry, looked up): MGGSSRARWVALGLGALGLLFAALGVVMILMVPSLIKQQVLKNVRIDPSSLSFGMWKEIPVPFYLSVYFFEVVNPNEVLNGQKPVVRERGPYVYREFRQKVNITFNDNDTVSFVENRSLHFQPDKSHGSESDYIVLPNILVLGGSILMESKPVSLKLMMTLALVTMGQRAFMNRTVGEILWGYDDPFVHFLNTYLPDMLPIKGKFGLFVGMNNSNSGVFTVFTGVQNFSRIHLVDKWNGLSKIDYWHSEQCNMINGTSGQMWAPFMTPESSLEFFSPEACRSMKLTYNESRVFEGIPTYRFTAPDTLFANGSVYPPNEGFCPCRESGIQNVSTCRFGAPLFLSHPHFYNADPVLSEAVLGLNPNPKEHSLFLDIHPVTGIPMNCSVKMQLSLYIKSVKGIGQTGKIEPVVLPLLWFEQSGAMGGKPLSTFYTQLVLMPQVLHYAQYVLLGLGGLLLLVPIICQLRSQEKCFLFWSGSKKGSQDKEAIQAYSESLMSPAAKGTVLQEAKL
# PKA-R1A activ – activators of PKA-R1A holoenzyme, primary screen, biochemical, fluorescence polarization, Cy5-IP20, bovine R1A, mouse PKAc; cAMP-dependent protein kinase type I-alpha regulatory subunit (Bos taurus) + …; activation, % at 11.4 µM; actives 0.083% (n = 340,000); PKA-R1A dissociation; scaled: DMSO 0%, 113 µM cGMP 100%;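 active = percent activation above the mean of all tested compounds plus 3 SD, cut at about 19% in these data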;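 note: higher means more PKAc released from R1A so a rise in polarization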
# MITF TRPM1 HTS – activators of MITF-driven TRPM1 promoter reporter, primary screen, cell-based, SK-MEL-5, luciferase, single point; SK-MEL-5 TRPM1-promoter luciferase, 24 h; % of positive control, neutral wells = 0; activation, % at 12.5 µM; actives 0.75% (n = 300,000); AID 588334, 2011;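 active = mean activation of at least 80% with every replicate also reaching 80%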;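 note: 0% = neutral control wells and 100% = parthenolide positive control wells; values of inactives mirror those of a sister screen read the other way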
# * marks the source's active call; other numbers are inactive results; / = not tested or not shown; + = active, no number.
SMILES,SUMO Mot1 rescue,PKA-R2B act,NSD2 inh,dFosB activator,CDK5 inh,SR-BI DiI-HDL act,DSG3 Ab inh,Arr AP2 block,SR-BI DiI inh,PKA-R1A activ,MITF TRPM1 HTS
CCOc1c2ccc(C(=O)NCc3ccccc3OC)cc2nn1CC,29.8,-17.0,/,-0.3,0.0,-50.3,109.6,33.0,50.3,-9.3,1.8
COc1ccc(OCCCC(=O)NCCc2ccc(OC)c(OC)c2)cc1,-10.4,11.6,-2.1,-4.0,-0.4,33.1,104.7,1.3,-33.1,4.5,-13.3
CN(C(=O)C=Cc1ccccc1)c1ccccc1,/,1.4,0.7,1.7,-1.7,-20.4,92.1,4.5,20.4,-7.3,13.4
O=C(NNC(=S)NCc1ccccc1)c1cccnc1,-22.5,5.2,2.0,-3.8,-0.9,9.8,/,-0.4,-9.8,10.2,3.9
CCOC(=O)c1ccc(S(=O)(=O)NNC(=O)Cc2csc(C)n2)cc1,2.2,-7.9,-1.0,-3.8,1.1,42.9,/,-2.1,-42.9,-2.2,-3.8
CC[C@]1(C(=O)OC)[C@H]2C(=O)N(Cc3ccccc3)C(=O)[C@H]2[C@H]2CN=C(SCc3ccc(Cl)cc3)N21,/,-4.6,/,-8.6,4.3,3.9,96.4,7.1,-3.9,-3.3,1.2
O=C(CCn1c(=S)[nH]c2ccccc2c1=O)NCCCN1CCOCC1,-10.5,1.6,-0.9,-2.8,-0.6,18.7,93.2,7.4,-18.7,-1.6,-5.1
COCCC(=O)N1CCC(Oc2ccc(C(=O)NCCn3cccn3)cc2)CC1,-0.2,4.3,-0.5,-3.2,-2.1,30.6,84.2,40.1,-30.6,-5.6,0.7
CC1CCN(c2ccc(-c3cccs3)nn2)CC1,101.9,-3.9,-0.8,-7.3,10.2,-13.2,94.0,-8.4,13.2,-2.1,-76.9
CN(c1ccccc1)S(=O)(=O)c1cccc(C(=O)OCC(=O)NCc2ccccc2)c1,-5.8,4.2,-1.0,-9.5,0.3,-3.5,112.2,5.5,3.5,5.5,1.3
C/C(CCc1ccc2c(c1)OCO2)=N\NC(=O)c1ccccc1Cl,302.6,-5.8,1.1,-2.6,0.1,12.4,109.2,-1.3,-12.4,-15.9,14.5
Fc1ccccc1OCCCCCCN1CCCC1,9.1,7.2,0.4,0.1,-1.0,-22.2,108.0,-1.6,22.2,6.5,8.5
CCn1c(CSc2nnc(C)n2-c2ccccc2)nc2cc(S(=O)(=O)N(C)C)ccc21,70.1,-2.8,-0.2,-1.9,0.6,18.1,/,-6.7,-18.1,4.2,-18.6
COc1cccc(C2Nc3cccc4cccc(c34)N2)c1,-24.8,-10.4,/,-8.9,0.5,/,98.5,14.6,/,-0.9,-0.4
Cc1ccc(NC(=O)CN(C)CC(=O)N(C)Cc2ccccc2)cc1,-17.2,-5.4,3.1,-5.2,-7.1,1.2,/,-0.5,-1.2,2.7,2.4
O=C(Nc1cccc(-c2csc(Nc3ccc(Cl)cc3)n2)c1)c1cccc(C(F)(F)F)c1,-6.7,-4.0,/,0.8,-1.4,-109.8,101.1,29.5,109.8*,-6.7,6.2
COc1ccccc1NC(=S)N(Cc1ccccc1)Cc1cccs1,+,-2.5,1.3,-12.0,-2.5,6.1,104.9,2.2,-6.1,-1.1,3.0
COc1ccc(/C=C/C(=O)OCC(=O)Nc2cc(C(F)(F)F)ccc2Cl)cc1,3.9,0.0,0.2,30.8*,0.7,20.2,93.7,21.7,-20.2,0.4,-9.2
NC(=O)[C@@H]1CCCCNc2c(F)cc([N+](=O)[O-])cc2C(=O)N[C@@H](CC(=O)O)C(=O)N[C@@H](CCC(=O)O)C(=O)N1,15.8,-5.6,/,5.5,1.2,11.7,99.2,6.9,-11.7,11.8,/
Cn1ccnc1SCC(=O)Nc1ccc([N+](=O)[O-])cn1,/,-12.1,3.5,-3.4,-6.1,-1.2,/,3.8,1.2,-7.5,12.7

# Gathered by group: those above with a thiophene ring, fused or not.
SMILES,SUMO Mot1 rescue,PKA-R2B act,NSD2 inh,dFosB activator,CDK5 inh,SR-BI DiI-HDL act,DSG3 Ab inh,Arr AP2 block,SR-BI DiI inh,PKA-R1A activ,MITF TRPM1 HTS
CC1CCN(c2ccc(-c3cccs3)nn2)CC1,101.9,-3.9,-0.8,-7.3,10.2,-13.2,94.0,-8.4,13.2,-2.1,-76.9
COc1ccccc1NC(=S)N(Cc1ccccc1)Cc1cccs1,+,-2.5,1.3,-12.0,-2.5,6.1,104.9,2.2,-6.1,-1.1,3.0

# 3 compounds from above, ordered by formula weight, low to high:
SMILES,SUMO Mot1 rescue,PKA-R2B act,NSD2 inh,dFosB activator,CDK5 inh,SR-BI DiI-HDL act,DSG3 Ab inh,Arr AP2 block,SR-BI DiI inh,PKA-R1A activ,MITF TRPM1 HTS
Fc1ccccc1OCCCCCCN1CCCC1,9.1,7.2,0.4,0.1,-1.0,-22.2,108.0,-1.6,22.2,6.5,8.5
Cc1ccc(NC(=O)CN(C)CC(=O)N(C)Cc2ccccc2)cc1,-17.2,-5.4,3.1,-5.2,-7.1,1.2,/,-0.5,-1.2,2.7,2.4
NC(=O)[C@@H]1CCCCNc2c(F)cc([N+](=O)[O-])cc2C(=O)N[C@@H](CC(=O)O)C(=O)N[C@@H](CCC(=O)O)C(=O)N1,15.8,-5.6,/,5.5,1.2,11.7,99.2,6.9,-11.7,11.8,/

# Further structures
SMILES,SUMO Mot1 rescue,PKA-R2B act,NSD2 inh,dFosB activator,CDK5 inh,SR-BI DiI-HDL act,DSG3 Ab inh,Arr AP2 block,SR-BI DiI inh,PKA-R1A activ,MITF TRPM1 HTS
CCN(CC)S(=O)(=O)c1cc(C(=O)N2CCc3ccccc32)ccc1Cl,-0.9,2.3,-1.3,-9.8,0.9,-28.7,86.7,-4.2,28.7,-6.0,-15.5
COc1ccc(/C=C/C(=O)OCC(=O)Nc2cc(S(=O)(=O)N(C)C)ccc2Cl)cc1,-3.4,4.5,-2.0,-6.2,-0.2,19.3,98.5,-15.4,-19.3,-6.3,6.0
C=CCCCCCCCC(=O)OC,2.0,12.7,/,4.4,1.0,0.5,97.0,4.8,-0.5,1.9,4.2
CCO/N=C/C(=O)Nc1ccc(F)cc1F,-20.3,1.5,-3.1,8.2,0.0,8.1,100.8,13.9,-8.1,0.3,-8.9
Cc1cccc(OCC(=O)Nc2cc(NC(=O)COc3cccc(C)c3)cc(C(=O)O)c2)c1,-8.2,-8.2,2.0,-0.4,1.0,-0.4,95.7,-6.3,0.4,-5.0,-14.8
CC(C)(C)OC(=O)N1CCC(NC(=O)c2nc[nH]c2C(=O)NC2CCN(C(=O)OC(C)(C)C)CC2)CC1,2.5,-13.9,/,-7.8,3.7,-21.6,102.7,14.0,21.6,-15.6,-0.8
COc1ccccc1C(=O)NCC(=O)N/N=C/c1ccncc1,274.5,10.4,-5.7,-4.9,-4.1,30.7,176.2,11.3,-30.7,0.5,-0.2
Cc1ccc2nc(NS(=O)(=O)c3cn(C)nc3C)sc2c1,-22.6,-1.9,5.7,-4.1,0.5,-3.0,109.5,45.9,3.0,-3.3,-16.0
C=CCNC(=S)N1CCC(C(=O)c2ccc(F)cc2)CC1,-8.9,-7.1,3.9,3.7,0.4,-21.7,97.5,-14.5,21.7,-9.9,-8.5
Cc1ccc(NC(=O)C2(NC(=O)c3cccc(N4C(=O)CSC4c4ccccc4)c3)CCCCC2)cc1 (stereo not drawn),16.5,-1.2,-1.1,10.2,-0.5,-15.3,102.1,8.0,15.3,3.9,/
COc1ccccc1NS(=O)(=O)c1ccc(-c2cc(C)no2)s1,10.6,-4.2,-6.8,-10.7,-0.1,1.2,86.7,18.6,-1.2,-3.7,-11.0
CC(=O)Nc1ccc(NC(=O)C2CCCCC2C(=O)O)cc1 (stereo not drawn),3.3,-4.7,-1.4,-2.8,0.7,13.8,113.5,0.4,-13.8,2.4,8.2
C=CCn1c(SCC(=O)NCC(c2ccccc2)N(C)C)nnc1C1CCCCC1 (stereo not drawn),-9.9,-9.3,0.6,-9.0,0.0,0.3,/,7.5,-0.3,9.0,-3.4
COc1ccc(-c2oc3ncnc(NCCCN(C)C)c3c2-c2ccc(OC)cc2)cc1,16.7,-2.1,6.8,2.2,-0.1,-27.4,105.7,9.0,27.4,7.0,-26.1
CC(C)c1ccc(N(CC(=O)Nc2ccc(S(=O)(=O)N3CCOCC3)cc2)S(C)(=O)=O)cc1,-0.5,-1.3,-2.7,-18.1,1.6,-25.9,/,-2.3,25.9,7.4,-11.3
O=c1ccc(Cl)n[nH]1,-21.1,-1.8,-0.4,0.7,1.7,-6.6,94.2,6.9,6.6,6.5,1.3
COc1cc(-c2nnn(CC#N)n2)ccc1OCc1ccccc1,47.4,-15.4,/,-7.1,-0.2,-10.9,85.2,29.1,10.9,-0.2,34.9
Cc1ccc(C(=O)N/N=C2/NC(=O)CC(C(=O)Nc3ccccc3)S2)cc1 (stereo not drawn),-3.6,-5.1,-3.1,-5.1,0.4,21.9,95.7,16.3,-21.9,-6.5,9.4
COCC1CCCCN1C(=O)c1cc(COc2ccc3ncccc3c2)on1 (stereo not drawn),-7.2,0.8,-3.2,-11.6,-1.2,-6.0,119.3,-8.8,6.0,1.5,-25.9
O=C(Nc1nc2nccc(-c3ccccc3)n2n1)C(Cl)(Cl)Cl,2.1,-0.6,-1.7,5.5,-0.1,-8.4,94.5,0.1,8.4,-11.6,7.8

# Bioassay records as filed in PubChem BioAssay.
